MC4R barr agon: activates human MC4R beta-arrestin recruitment; P32245; U2OS MC4R beta-arrestin complementation, luminescence; percent of melanotan II response, DMSO zero; activation, % at 8.9 µM; 360,000 compounds, 0.98% hits; AID 540308;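 active = activation above a per-plate cutoff, the mean activation of sample wells on that plate plus 3 SD, cut at about 8% in these data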
MC4R antag cAMP: blocks human MC4R cAMP signaling | P32245 | MC4R-expressing cells, MTII-stimulated cAMP, LANCE TR-FRET | inhibition, % at 6.5 µM | 360,000 compounds, 0.48% hits | AID 540295;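 active = inhibition above its plate's cutoff, the mean of tested wells on that plate plus 3 SD, cut at about 29% in these data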;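 also: 0% = Melanotan II alone and 100% = Melanotan II plus saturating MCL0020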
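Assay system: U2OS cells stably expressing human melanocortin 4 receptor (MC4R) / Dosing: 6.5 µM / Timing: compound 30 min, challenge 1 h, detection 1 h / Measured by: Eu-cAMP/anti-cAMP TR-FRET, emission 671 nm / Replicates: singlicate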
Glyco luc inh: N-linked glycosylation inhibition; AID 588692; D54 ERlucT glycosylation luciferase reporter, 24 h; percent of 100 nM tunicamycin response; 360,000 compounds, 0.23% hits; reporter increase, % at 12.5 µM;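 active = mean luciferase reporter signal, scaled so untreated is 0 and the glycosylation-blocking control 100, at or above a set limit in every replicate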;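 also: luciferase carries N-glycosylation sites so blocking glycosylation raises the light; 0% = median of neutral control wells and 100% = median of 100 nM tunicamycin wells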
TLR9-MyD88 inh: blocks human TLR9 binding to MyD88; Q9NR96+Q99836; CHO BLA complementation TLR9-MyD88, CCF4 FRET ratio; inhibition, % at 4.98 µM; 340,000 compounds, 0.21% hits; AID 504734;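 active = inhibition above the mean over all tested compounds plus 3 SD, cut at about 21% in these data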;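 also: 0% = DMSO only wells and 100% = clavulanate BLA inhibitor control wells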
ABHD5 PLIN5 PPI: blocks binding of human ABHD5 to perilipin-5; Q00G26+Q8WTS1; Split G. princeps luciferase complementation, luminescence, 4 h; inhibition, % at 4 µM; 360,000 compounds, 0.78% hits; AID 602281;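 active = inhibition above the mean inhibition across every tested compound plus 3 SD, cut at about 22% in these data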;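 also: 0% = DMSO only wells and the 100% control is not disclosed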
Target sequence (Q00G26 whole entry, looked up): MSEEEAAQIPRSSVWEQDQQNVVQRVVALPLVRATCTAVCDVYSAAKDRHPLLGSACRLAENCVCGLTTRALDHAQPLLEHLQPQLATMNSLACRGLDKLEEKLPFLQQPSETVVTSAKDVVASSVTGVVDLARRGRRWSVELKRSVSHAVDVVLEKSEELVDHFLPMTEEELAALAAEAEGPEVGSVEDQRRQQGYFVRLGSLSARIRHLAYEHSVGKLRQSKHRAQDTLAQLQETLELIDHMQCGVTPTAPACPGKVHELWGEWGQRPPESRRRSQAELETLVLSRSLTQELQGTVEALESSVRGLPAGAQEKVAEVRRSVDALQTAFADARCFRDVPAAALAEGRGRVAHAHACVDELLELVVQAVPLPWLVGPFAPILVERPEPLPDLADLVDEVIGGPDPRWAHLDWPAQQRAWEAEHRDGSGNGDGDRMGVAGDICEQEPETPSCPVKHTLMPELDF
Target sequence (Q8WTS1 whole entry, looked up): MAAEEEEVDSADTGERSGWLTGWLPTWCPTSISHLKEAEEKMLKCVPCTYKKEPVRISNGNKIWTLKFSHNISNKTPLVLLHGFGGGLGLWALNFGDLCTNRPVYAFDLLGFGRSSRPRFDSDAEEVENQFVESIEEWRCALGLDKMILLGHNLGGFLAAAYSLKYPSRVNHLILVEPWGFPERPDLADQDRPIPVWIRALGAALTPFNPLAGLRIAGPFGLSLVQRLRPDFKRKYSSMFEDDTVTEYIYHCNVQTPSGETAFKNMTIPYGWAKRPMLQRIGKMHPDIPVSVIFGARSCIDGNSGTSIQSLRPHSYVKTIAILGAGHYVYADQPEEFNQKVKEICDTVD
NOD2-RIPK2 inh: NOD2-RIPK2 protein interaction inhibition | inhibition, % at 4.98 µM | 360,000 compounds, 0.38% hits | CHO BLA complementation NOD2-RIPK2, CCF4 ratio | AID 624267 | O43353; in the data active = inhibition above about 21%;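 also: 0% = vehicle only and 100% = reference blocker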
Granule exo inh: lytic granule exocytosis inhibition; TALL-104 LAMP-1 surface exposure, flow cytometry; cells stimulated with thapsigargin and PMA; inhibition, % at 10 µM; 360,000 compounds, 0.66% hits; AID 651702;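 active = inhibition above about 55%, limit read from the data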
ABCB6 inh MLPCN: human ABCB6 transporter inhibition; Q9NP58; K562-ABCB6 porphyrin accumulation, flow cytometry, 1 h; active compounds read low; fluorescence ratio to DMSO, % at 10 µM; 360,000 compounds, 0.19% hits; AID 602162;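 active = fluorescence ratio to DMSO below 75%, the collection mean minus 3 SD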;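 also: signal is porphyrin accumulated inside mitochondria; 100% equals median channel fluorescence of DMSO control wells; lower ratio means ABCB6 inhibition with less porphyrin fluorescence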
Vif imaging: HIV Vif inhibition | HEK293T cells, Vif self-association by quenched fluorescence, imaging, 24 h | inhibition, % at 7.49 µM | 340,000 compounds, 0.35% hits; in the data active = inhibition above about 50%, passing the limit was not always enough; also: some results filed as inactive read as strong as hits
aDG glyco act: increases alpha dystroglycan glycosylation; Pro5-aDG cells, alpha-DG glycosylation AlphaScreen (IIH6); 0% Pro5, 100% B10-LARGE cell signal; activation, % at 10 µM; 360,000 compounds, 0.22% hits; AID 624168;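 active = activation of at least 8% versus controls, or a plate z-score of at least 8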;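 also: Pro5 are CHO cells carrying HIG-tagged alpha-DG that lacks glycosylation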
The depositor's hits bear a star; x = no result given. Some of the compounds tested; rates above refer to the full screens.

SMILES	MC4R barr agon	MC4R antag cAMP	Glyco luc inh	TLR9-MyD88 inh	ABHD5 PLIN5 PPI	NOD2-RIPK2 inh	Granule exo inh	ABCB6 inh MLPCN	Vif imaging	aDG glyco act
O=C(COC(=O)c1cc([N+](=O)[O-])ccc1N1CCOCC1)NCc1ccc(Cl)cc1Cl	-2.6	6	-1	-1	-3	-4	13	99	-5	1.0
CSCCC(NC(=O)c1ccco1)C(=O)O (configuration not stated)	0.0	4	4	3	-4	-2	-1	100	x	2.2
CC(C)Cn1c(-c2cccs2)nc2ccccc21	-2.1	-4	-2	0	-4	1	1	85	-5	-0.3
O=C(O)CNS(=O)(=O)c1ccc2c(c1)Cc1cc(S(=O)(=O)NCC(=O)O)ccc1-2	-1.5	-9	2	-12	-1	-15	-2	102	-2	-0.1
Cc1ccc(C)c(S(=O)(=O)NC(CCC(N)=O)C(=O)O)c1 (configuration not stated)	-0.9	9	3	-5	6	-1	2	95	x	0.1
O=C(/C=C/c1ccc(Br)cc1)NC(=S)Nc1ccc(S(=O)(=O)Nc2nccs2)cc1	0.2	16	1	1	-1	7	-4	99	-6	-0.1
CC(C)(C)c1ccc(-c2n[nH]c(=S)n2C2CCCC2)cc1	-1.0	17	-1	4	-9	2	0	96	-6	0.2
Cc1ccc(N2C(=N)/C(=C3/Nc4ccccc4S3)C(c3ccccc3)C2=O)cc1 (configuration not stated)	-1.6	3	3	4	3	-3	5	111	3	-0.3
S=c1[nH]nc(Cn2cnc3ccccc32)n1-c1ccccc1	-3.0	12	1	10	-4	3	2	100	-6	0.2
CC(C)Sc1cc(N2CCOCC2)nc(-c2ccccc2)n1	-0.3	11	-5	-15	2	-18	7	99	-4	0.3
CCCCN(CC)CCNC(=O)C1CCN(S(=O)(=O)c2cccc3nsnc23)CC1	-2.0	4	0	2	2	0	-1	92	-2	-0.3
O=C(NC1CCCC1)c1cccc2c1C(=O)c1ccc(Cl)cc1S2(=O)=O	-2.1	15	1	2	-26	-6	-24	99	-3	0.2
COc1ccc(S(=O)(=O)N(CCc2ccccc2)CC(N)=O)cc1	-1.5	0	1	4	-2	-3	-1	108	8	-0.1
CC1(Oc2cccc(F)c2)CCN(Cc2ccc3ccccc3c2)C1 (configuration not stated)	0.7	-3	2	x	2	-8	-11	104	-10	-0.2
O=C(c1ccc(Cl)c(S(=O)(=O)N2CCc3ccccc32)c1)N1CCN(c2ccccc2O)CC1	-1.9	18	3	-3	-3	8	0	94	13	1.0
O=C(O)c1ccc(N2C(=O)CC(N3CCN(c4cccc(Cl)c4)CC3)C2=O)cc1 (configuration not stated)	0.2	-1	-2	-5	-1	3	1	106	0	0.1
O=C1C2=C(c3ccccc31)[N+](=O)[C@@H]1CCCC[C@@H]1N2[O-]	2.4	-10	3	-1	-14	-8	-3	95	x	0.0
COc1ccc([C@H]2/C=C\CN(S(=O)(=O)c3cccc4cccnc34)[C@@H](C)C(=O)N2Cc2ccc(F)cc2)cc1	-2.2	17	-5	-10	9	1	8	97	-3	0.2
Nc1ncnc2c1nc(Sc1ccc(Cl)cc1)n2[C@@H]1O[C@@H]2COP(=O)(O)O[C@H]2[C@H]1O	-0.4	-46	3	-3	-4	-10	4	92	8	0.0
CCCCCCC1CCC(C(=O)Nn2c(C)nc3ccccc3c2=O)CC1 (configuration not stated)	-0.8	15	3	7	1	-3	30	100	1	0.8
CC(=O)n1cc(/C=N/NC(=O)c2ccc([N+](=O)[O-])cc2)c2ccccc21	-2.2	10	-1	-8	-3	-6	7	91	8	-0.1
O=[N+]([O-])c1ccccc1/C=N/NC1=NCCN1	0.4	5	-2	0	2	-13	-3	101	-13	-0.2
Cc1ccccc1OCC(=O)OCC(=O)N1CCc2ccccc21	-0.6	3	1	6	12	6	2	94	4	0.2
COc1cc(OC)cc(C(=O)NC2CCN(Cc3nnnn3Cc3ccc(F)cc3)CC2)c1	-1.4	1	0	-3	-4	-2	-2	103	0	0.0
COc1ccc(NS(=O)(=O)c2ccc3[nH]c(=O)[nH]c3c2)cc1OC	0.2	7	0	-4	-6	4	1	104	-6	-0.1
O=C(Nc1ccc2c(c1)Cc1ccccc1-2)c1ccncc1	-0.1	3	-3	-4	4	-20	4	101	0	1.6
O=S(=O)(O)c1ccc(N2N=C(c3ccccc3)CC2c2ccccc2)cc1 (configuration not stated)	-0.7	16	2	13	7	-1	3	101	2	-0.3
C/C(=N\OCC(=O)OCC(=O)Nc1cc(S(C)(=O)=O)ccc1Cl)c1ccc2c(c1)OCO2	-1.1	6	1	-8	9	1	1	101	15	-0.2
O=C(OCC(O)C(O)C(O)COC(=O)c1ccccc1)c1ccccc1 (configuration not stated)	-2.6	26	2	1	3	-4	5	105	15	-0.2
COc1ccccc1C(=O)NC(=S)Nc1ccc(N2CCN(C(=O)c3ccco3)CC2)cc1	-3.0	19	-3	-3	1	1	-1	96	-9	0.2
COc1ccc(S(=O)(=O)Cc2ccc(C(=O)NCCc3cc(OC)ccc3OC)o2)cc1	-2.3	9	-1	1	3	-1	-1	99	-1	-0.4
COc1ccc(OCCn2cc(/C(N)=N/O)c3ccccc32)cc1	-0.6	-9	1	6	0	-4	6	99	-5	0.2
Cc1ccc(NC(=O)CN(C)C(=O)C2CCC2)cc1	4.0	16	1	3	6	-13	2	99	13	-0.2
CCn1c(=O)c(C(=O)NC(C)C)c(O)c2ccccc21	0.6	4	-3	-5	-1	-1	-2	96	-5	-0.2
Cc1ccc(/C=c2\sc3nc(-c4ccccc4Br)nn3c2=O)o1	1.2	2	0	-15	12	5	3	112	4	0.4
CC(=O)c1ccc(OC(C)C)c(CSc2nc(O)cc(=O)[nH]2)c1	-1.6	-5	0	12	-3	0	-8	105	-10	-0.2
COc1cc(C(=O)NNC(=O)CNC(=O)c2ccc(Br)o2)cc(OC)c1OC	1.2	-1	1	-5	5	-1	12	106	4	-0.1
COc1ccc(N2CCN(C(=O)C(C)(C)Oc3ccc(Cl)cc3)CC2)cc1	1.2	-7	-5	-2	-1	-3	2	97	2	-0.3
CCOc1ccc(N2CC(C(=O)N3CCN(C(=O)c4ccco4)CC3)CC2=O)cc1 (configuration not stated)	-0.3	11	0	1	-1	-12	-6	99	-3	0.5
CCCC(c1nnnn1CCOC)N1CCN(c2cccc(OC)c2)CC1 (configuration not stated)	-1.6	0	2	0	-2	1	0	92	33	-0.1
Cc1sc2nc(CN3CCCC3)nc(NCc3ccncc3)c2c1C	3.2	7	2	-7	4	-1	-1	103	5	0.5
COc1ccc(CN2CCNC(=O)C2CC(=O)NCCSc2nccn2C)cc1OC (configuration not stated)	-1.1	10	0	-6	0	-8	5	105	-1	-0.3
COc1cccc(C2=CC(c3cc(OC)ccc3OC)n3nnnc3N2)c1 (configuration not stated)	-2.7	-6	11	4	3	-10	6	102	-1	0.9
COc1cc(OC)nc(NC(=O)CS(=O)(=O)c2ccccc2)n1	3.6	6	0	6	7	-2	-3	101	6	0.5
Cc1ccc(N(CC(=O)NCC2CCCO2)S(=O)(=O)c2ccccc2)c(C)c1 (configuration not stated)	0.1	1	-1	5	-9	-4	3	86	-3	-0.1
CC(C)Sc1oc(-c2ccco2)nc1S(=O)(=O)c1ccc(F)cc1	-1.0	-1	-3	4	1	3	2	98	x	0.3
COc1cc(OC)cc(-c2c(-c3cccs3)c3cc(-c4ccc5c(c4)OCO5)ccc3n2C)c1	-0.9	-3	0	-12	8	1	-1	102	10	-0.5
COc1cc2ncnc(NCc3ccco3)c2cc1OC	-5.3	-2	6	0	5	-1	-2	99	-2	0.6
CS(=O)(=O)c1cccc(C(=O)OCC(=O)NCc2cccs2)c1	-6.9	17	2	0	1	-4	5	98	14	0.0
Cn1cc(Cl)c(C(=O)NC2CCCC2)n1	-0.7	-2	2	-4	-3	-3	-2	102	5	2.9
O=[N+]([O-])c1ccc(C=Nc2ccc(Cl)cc2Cl)s1	-1.4	12	37*	-3	-8	-4	16	174	-5	-0.4
CN(C)/C=C/C(=O)c1ncc(C(F)(F)F)cc1Cl	-1.8	5	2	-4	-5	3	0	97	7	-0.2
COCCN(C(=O)COC(=O)Cc1c(C)nc2ccccc2c1C)c1c(N)n(CC(C)C)c(=O)[nH]c1=O	-1.1	6	-1	-3	-1	3	4	99	0	-0.3

Filtered by structure: the compounds so far with a furan ring, fused or not.
SMILES	MC4R barr agon	MC4R antag cAMP	Glyco luc inh	TLR9-MyD88 inh	ABHD5 PLIN5 PPI	NOD2-RIPK2 inh	Granule exo inh	ABCB6 inh MLPCN	Vif imaging	aDG glyco act
CSCCC(NC(=O)c1ccco1)C(=O)O (configuration not stated)	0.0	4	4	3	-4	-2	-1	100	x	2.2
COc1ccccc1C(=O)NC(=S)Nc1ccc(N2CCN(C(=O)c3ccco3)CC2)cc1	-3.0	19	-3	-3	1	1	-1	96	-9	0.2
COc1ccc(S(=O)(=O)Cc2ccc(C(=O)NCCc3cc(OC)ccc3OC)o2)cc1	-2.3	9	-1	1	3	-1	-1	99	-1	-0.4
Cc1ccc(/C=c2\sc3nc(-c4ccccc4Br)nn3c2=O)o1	1.2	2	0	-15	12	5	3	112	4	0.4
COc1cc(C(=O)NNC(=O)CNC(=O)c2ccc(Br)o2)cc(OC)c1OC	1.2	-1	1	-5	5	-1	12	106	4	-0.1
CCOc1ccc(N2CC(C(=O)N3CCN(C(=O)c4ccco4)CC3)CC2=O)cc1 (configuration not stated)	-0.3	11	0	1	-1	-12	-6	99	-3	0.5
CC(C)Sc1oc(-c2ccco2)nc1S(=O)(=O)c1ccc(F)cc1	-1.0	-1	-3	4	1	3	2	98	x	0.3
COc1cc2ncnc(NCc3ccco3)c2cc1OC	-5.3	-2	6	0	5	-1	-2	99	-2	0.6

Screening data (PubChem BioAssay)
